Source: PubChem (several laboratories)
MITF TRPM1 HTS: MITF TRPM1 promoter activation in melanoma cells | SK-MEL-5 TRPM1-promoter luciferase, 24 h; % of positive control, neutral wells = 0 | activation, % at 12.5 µM | hit rate 0.75% among 300,000;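 active = mean activation of at least 80% with every replicate also reaching 80%; inconclusive = mean reaches 80% but some replicate falls short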;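 note: 0% = neutral control wells and 100% = parthenolide positive control wells; values of inactives mirror those of a sister screen read the other way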
HTR5A inv ctr: HTR5A inverse agonism, opioid heterodimer counter-screen | hit rate 0.083% among 340,000 | inhibition, % at 9.3 µM | HTR5A cell line, luminescence; in the data active = inhibition mostly above about 23%, no sharp cut-off; inactive = mostly below about 18%;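 note: 0% = cells with DMSO and 100% = no-cell wells with DMSO; some compounds called inactive have numbers as strong as hits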
PvdQ inh: blocks Pseudomonas aeruginosa PvdQ acylase activity; AID 488965; purified PvdQ acylase, fluorescence plate reader; inhibition, % at 10 µM; hit rate 0.063% among 340,000; in the data active = inhibition above about 30%, passing the limit was not always enough; inconclusive = no clear call, values can overlap the other calls;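 note: 0% = vehicle neutral wells and 100% = reference inhibitor wells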
V-ATPase pH: regulators of yeast V-ATPase proton transport; response, % at 10 µM; S. cerevisiae, pHLuorin cytosolic pH fluorescence; AID 504577; hit rate 0.37% among 350,000; in the data active = response mostly above about 7.3%, no sharp cut-off; inactive = mostly below about 5.4%; note: actives read high; inactives centre near 0; some compounds called inactive have numbers as strong as hits; reference of the scale not given here
NSD2 HMT inh: inhibitors of human histone methyltransferase NSD2; NSD2 peptide methylation, AlphaScreen, 120 min; inhibition, % at 12.5 µM; hit rate 0.54% among 310,000; in the data active = inhibition above about 50%
SR-BI HDL uptake: blocks mouse SR-BI lipid uptake from DiI-HDL; hit rate 0.96% among 320,000; inhibition, % at 12.5 µM; ldlA[mSR-BI] CHO cells, DiI-HDL uptake fluorescence, 3 h; Q61009;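 active = mean replicate inhibition of at least 70% and a set share of replicates each scoring 70 or more; inconclusive = meets just one of the two criteria; inactive = fails both criteria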;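 note: 0% = median of neutral control wells and 100% = median of positive control wells; values of inactives mirror those of a sister screen read the other way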
CDK5 p35 inh: blocks human CDK5/p35 kinase activity. Recombinant CDK5/p35, ADP-Glo luminescence, 60 min. Q00535+Q15078. hit rate 0.01% among 330,000. inhibition, % at 10 µM;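 active = highest replicate inhibition of at least 50% and at least 75% of replicates reaching 50%; inconclusive = only one of the two criteria met; inactive = both criteria failed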;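 note: plate controls were DMSO neutral control for no effect and GW8510 at 10 µM for full effect; many of its hits are not listed in these tables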
Target sequence (Q00535 whole entry, looked up): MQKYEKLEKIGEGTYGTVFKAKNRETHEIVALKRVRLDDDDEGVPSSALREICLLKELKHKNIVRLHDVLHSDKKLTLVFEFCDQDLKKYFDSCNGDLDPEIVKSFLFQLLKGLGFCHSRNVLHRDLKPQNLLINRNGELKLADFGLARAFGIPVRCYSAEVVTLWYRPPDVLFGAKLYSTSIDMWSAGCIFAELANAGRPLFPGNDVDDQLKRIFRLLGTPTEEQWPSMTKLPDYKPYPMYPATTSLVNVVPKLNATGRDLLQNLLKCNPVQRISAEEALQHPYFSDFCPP
Target sequence (Q15078 whole entry, looked up): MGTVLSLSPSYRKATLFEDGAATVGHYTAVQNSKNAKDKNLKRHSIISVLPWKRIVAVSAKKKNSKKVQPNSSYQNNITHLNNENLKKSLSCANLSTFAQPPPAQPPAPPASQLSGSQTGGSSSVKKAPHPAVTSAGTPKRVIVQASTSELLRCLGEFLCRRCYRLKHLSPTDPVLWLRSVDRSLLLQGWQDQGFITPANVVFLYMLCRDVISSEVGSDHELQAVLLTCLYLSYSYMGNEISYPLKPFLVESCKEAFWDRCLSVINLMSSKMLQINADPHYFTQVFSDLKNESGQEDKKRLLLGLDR
dFosB act: mouse delta FosB homodimer activation; P13346; purified delta FosB, TAMRA-CDK5 oligo fluorescence polarization; percent of positive-control signal above neutral wells; activation, % at 25 µM; hit rate 0.99% among 340,000;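 active = mean activation above about 17%, with every replicate also reaching it, limit read from the data, passing the limit was not always enough; inconclusive = only one of the two conditions met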;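 note: fluorescence polarization rise as delta FosB binds a TAMRA Cdk5 AP-1 oligo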
Target sequence (P13346 whole entry, looked up): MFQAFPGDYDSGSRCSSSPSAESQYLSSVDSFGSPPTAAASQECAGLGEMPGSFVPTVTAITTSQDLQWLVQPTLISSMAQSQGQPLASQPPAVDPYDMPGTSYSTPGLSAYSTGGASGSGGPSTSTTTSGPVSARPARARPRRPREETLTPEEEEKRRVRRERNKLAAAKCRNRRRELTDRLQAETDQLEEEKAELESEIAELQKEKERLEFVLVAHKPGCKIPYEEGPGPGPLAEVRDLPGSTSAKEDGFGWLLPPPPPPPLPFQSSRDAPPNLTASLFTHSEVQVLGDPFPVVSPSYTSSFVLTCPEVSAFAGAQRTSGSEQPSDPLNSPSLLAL
Wnt act: activates Wnt/beta-catenin signaling in a reporter cell assay. activator, plate reader. activation, % at 9.35 µM. hit rate 1.2% among 300,000. AID 743398; in the data active = activation above about 30%, passing the limit was not always enough; inconclusive = no clear call, values can overlap the other calls;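 note: 0% = neutral control wells and 100% = positive control wells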
HTR5A ag: HTR5A agonism, opioid heterodimer counter-screen. activation, % at 9.3 µM. P47898. HTR5A agonist assay, luminescence, cell-based. AID 504692. hit rate 0.61% among 340,000; in the data active = activation mostly above about 9.5%, no sharp cut-off; inactive = mostly below about 7.6%;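 note: 0% = cells with vehicle only and 100% = reference agonist; strong numbers were not always called active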
An asterisk follows results filed as active; ? = inconclusive; . = no result given.

item	molecule	MITF TRPM1 HTS	HTR5A inv ctr	PvdQ inh	V-ATPase pH	NSD2 HMT inh
1	CC(C)(C)NC(=O)CN(C(=O)CS(=O)CC(=O)Nc1ccc(F)cc1)c1ccc(F)c(Cl)c1 (centres undefined)	1	10	-14	2	-4
2	CCOc1cc(C=C(C#N)C#N)ccc1Oc1ccc([N+](=O)[O-])cn1	-22	-38	-18	3	3
3	CCN(C(=S)NC(=O)C1CC1)c1ccccc1	5	-8	-2	7	9
4	COc1ccc(-c2c(NC(=O)c3ccco3)n(C)c3ccccc3c2=O)cc1	-5	-30	3	-2	10
5	O=C(COCc1ccccc1)N[C@@H]1c2ccccc2CC[C@@H]1OCc1ccccc1	9	14	-17	-3	.
6	CC(=O)N1CCN(CC(=O)Nc2ccccc2C(=O)Nc2ccccc2)CC1	-5	-16	-11	2	1
7	COc1cccc2c1OC1(C)CC2NC(=O)N1c1cccc(C(=O)Nc2ccc3c(c2)OCCO3)c1 (centres undefined)	-15	13	-9	-2	-7
8	CC(=O)O[C@H]1[C@H](C)OC=C[C@@H]1OC(C)=O	6	-9	6	2	.
9	Cc1ccsc1C(=O)OCC(=O)N1C(C)CCCC1C (centres undefined)	27	3	-15	0	-3
10	O=C(Nc1ccc(F)cc1)C1CCN(c2nnnn2-c2ccccc2)CC1	-1	18	-14	-1	0
11	Cc1cc2oc(C(=O)N(Cc3ccccc3)C3CCS(=O)(=O)C3)cc(=O)c2cc1Cl (centres undefined)	2	-11	-1	-4	4
12	COc1cccc(NC(=O)CN2C(=O)NC(c3ccccc3)(c3ccccc3)C2=O)c1	1	2	-14	-4	4

item	SR-BI HDL uptake	CDK5 p35 inh	dFosB act	Wnt act	HTR5A ag
1	-28	-2.4	-12	.	0
2	12	-2.6	-3	-2	3
3	-25	-1.0	1	2	3
4	-4	-1.1	1	-2	5
5	-12	0.0	-7	-5	-4
6	-40	-0.9	0	-4	7
7	5	-0.2	-3	.	9
8	-4	1.1	-11	-1	0
9	-2	-2.5	-13	11	4
10	13	-1.4	2	-2	-7
11	-12	-3.8	-11	.	4
12	.	0.8	-3	1	2

The list goes on.
item	molecule	MITF TRPM1 HTS	HTR5A inv ctr	PvdQ inh	V-ATPase pH	NSD2 HMT inh
13	Cc1cccc(N2CCN(S(=O)(=O)c3ccc4c(c3)OCCO4)CC2)c1C	-3	-11	-11	6	0
14	NC(=O)c1c[nH]c2ccccc12	-2	11	-14	0	.
15	Cc1cc(NC(=O)CCCC(=O)N(CC(=O)NCCc2ccccc2)Cc2ccc(F)cc2)no1	-12	-7	-5	-2	0
16	CCOC(=O)c1sc2nc(NC(=O)C(C)(C)C)sc2c1C	66	0	-9	6	.
17	Cc1ccc(-c2n[nH]c(=S)n2/N=C/c2ccc(C)s2)cc1	-8	17	4	-1	3
18	CCOc1ccc(NC(=O)CSc2nc(N3CCOCC3)nc(N3CCOCC3)n2)cc1	-11	-10	-14	8.7*	1
19	CCn1cc(C(=O)N[C@@H](CCSC)C(=O)NC(C)(C)CO)c(=O)c2cc3c(cc21)OCO3	11	-8	-6	4	-2
20	CC(C)(CO)NC(=O)C(Cc1ccccc1)N1C(=O)c2ccccc2C1=O (centres undefined)	-8	0	-13	4	-1
21	Cc1ccc(S(=O)(=O)N2CCOCC2)cc1C(=O)OCC(=O)NC1CC1	4	-11	1	-2	-1
22	CC/C(=N/Nc1cccc(C)c1)c1cnnc(SC)n1	-1	-11	12	4	-5
23	COc1ccc(/C=N\NC(=O)c2cc(OCC(F)(F)F)ccc2OCC(F)(F)F)cc1	-3	1	-9	-1	2
24	Cc1cc(N2CCCC2)nc2ccc(NC(=S)NCCCOC(C)C)cc12	2	2	-7	4	2

item	SR-BI HDL uptake	CDK5 p35 inh	dFosB act	Wnt act	HTR5A ag
13	.	-3.9	-11	2	4
14	-7	-3.0	-4	-1	2
15	-17	3.8	-3	.	1
16	8	-0.8	-35	20	0
17	4	0.0	1	.	-6
18	22	0.5	12	-1	1
19	-7	0.0	-1	-1	2
20	-25	-1.8	2	-1	0
21	5	-0.1	4	-3	4
22	?	-1.8	-6	.	1
23	52	-0.4	18*	.	0
24	12	0.1	3	.	-4

Later entries.
item	molecule	MITF TRPM1 HTS	HTR5A inv ctr	PvdQ inh	V-ATPase pH	NSD2 HMT inh
25	COc1ccc(CSc2nnnn2C)cc1F	10	12	-5	1	-2
26	CCN(c1ccccc1)c1cc(C)nc2ncnn12	-3	10	-14	-2	.
27	N/C(=N\OC(=O)COc1ccc(Br)cc1Cl)c1cccnc1	111*	-15	1	4	.
28	CSc1nc(-c2ccccc2)nc(SC)c1C(C)=O	-15	-17	-13	-1	-4
29	CN(CC1COc2ccccc2O1)C(=O)CSc1nncs1 (centres undefined)	3	-1	-9	-2	1
30	O=C(O)C1CCN(C(=O)c2ccccc2N2C(=O)[C@@H]3Cc4c([nH]c5ccccc45)C(c4cccc(Cl)c4)N3C2=O)CC1 (some centres undefined)	-19	19	0	1	.
31	O=C(CCc1nc2ccccc2c(=O)[nH]1)OCc1cccc(C(F)(F)F)c1	-2	-19	-11	2	-1
32	Cc1ccc(NC(=O)CN(C)C(=O)c2ccc3[nH]c4c(c3c2)CC(C)CC4)cc1 (centres undefined)	0	-3	-4	0	-1
33	O=c1cc(N2CCN(Cc3ccccc3)CC2)c(-c2ccccc2)n[nH]1	-17	-6	-9	-1	-3
34	CCOC(=O)C1CCN(S(=O)(=O)c2ccc(C(C)=O)cc2)CC1	1	-2	9	-5	-2
35	O=C(Nc1ccccc1Cl)NC1(C(=O)NCCCN2CCOCC2)CCCCC1	-11	-46	-9	3	-2
36	O=C(C1=COCCO1)N1CCN(c2nc3ccc([N+](=O)[O-])cc3s2)CC1	6	-49	-12	-2	.

item	SR-BI HDL uptake	CDK5 p35 inh	dFosB act	Wnt act	HTR5A ag
25	-19	-1.4	-4	.	1
26	-9	1.1	6	4	-4
27	-6	0.3	20*	6	7
28	26	1.6	4	.	6
29	-14	-1.2	2	3	0
30	22	0.9	-15	-2	3
31	-8	-0.6	-5	-3	6
32	14	-0.8	-4	-5	1
33	-19	-0.3	-3	-8	2
34	-20	-1.1	5	.	-3
35	-9	-1.6	-2	-2	-1
36	15	0.0	5	-6	16*

The results go on.
item	molecule	MITF TRPM1 HTS	HTR5A inv ctr	PvdQ inh	V-ATPase pH	NSD2 HMT inh
37	CCCNC(=O)Nc1ccc2c(c1)N(C)C(=O)c1ccccc1S2	-5	-10	9	-3	-1
38	O=C(CC(=O)NC1CCCCC1)N/N=C/c1ccccc1[N+](=O)[O-]	20	1	-7	4	12
39	Cn1c(SCc2c(Cl)cccc2Cl)nnc1-c1cccs1	36	-18	-15	3	0
40	CC(=O)c1ccc(N(C(=O)CNC(=O)c2ccco2)C(C(=O)NCC2CCCO2)c2ccccc2)cc1 (centres undefined)	-5	-7	0	-1	0
41	Clc1ncccc1-c1nc2ccccc2s1	27	9	-11	0	1
42	Cc1cccc(C)c1NC(=O)CSc1nnc(Cc2ccccc2)o1	-1	-43	-2	-4	-6
43	O=C(C1CCCN1S(=O)(=O)c1ccc(Cl)c(Cl)c1)N1CCCCC1 (centres undefined)	7	-8	5	1	.
44	Cc1ccc(C(CNS(=O)(=O)c2ccc(C)cc2)N2CCN(C)CC2)cc1 (centres undefined)	13	10	-11	-1	3
45	CN(Cc1cccc(F)c1)C(=O)CNS(=O)(=O)c1ccc2ccccc2c1	3	10	-16	4	-4
46	CCSc1nc(C)c(C(C)=O)cc1C#N	15	-17	-9	14	-1
47	Cc1onc(-c2c(F)cccc2Cl)c1C(=O)N1CCN(c2ncc(Br)cn2)CC1	.	-24	-3	1	0
48	CN(C)c1ccc(C(=S)N2CCCCC2)cc1	19	-9	1	1	3

item	SR-BI HDL uptake	CDK5 p35 inh	dFosB act	Wnt act	HTR5A ag
37	-8	0.1	-16	0	4
38	-10	0.6	-1	9	-1
39	47	-0.3	-9	.	7
40	-26	2.7	1	-2	1
41	-3	1.3	-16	10	-5
42	-8	-0.3	-3	-4	3
43	-22	-0.1	-6	.	0
44	-41	0.2	-4	0	-3
45	-16	-1.6	1	-2	4
46	-8	-2.3	0	.	6
47	-1	-1.0	-2	-4	2
48	-7	-0.2	1	2	-2

From no. 42 to 44, as listed above:
item	molecule	MITF TRPM1 HTS	HTR5A inv ctr	PvdQ inh	V-ATPase pH	NSD2 HMT inh
42	Cc1cccc(C)c1NC(=O)CSc1nnc(Cc2ccccc2)o1	-1	-43	-2	-4	-6
43	O=C(C1CCCN1S(=O)(=O)c1ccc(Cl)c(Cl)c1)N1CCCCC1 (centres undefined)	7	-8	5	1	.
44	Cc1ccc(C(CNS(=O)(=O)c2ccc(C)cc2)N2CCN(C)CC2)cc1 (centres undefined)	13	10	-11	-1	3

item	SR-BI HDL uptake	CDK5 p35 inh	dFosB act	Wnt act	HTR5A ag
42	-8	-0.3	-3	-4	3
43	-22	-0.1	-6	.	0
44	-41	0.2	-4	0	-3

(continued)
item	molecule	MITF TRPM1 HTS	HTR5A inv ctr	PvdQ inh	V-ATPase pH	NSD2 HMT inh
49	O=C(CC12CC3CC(CC(C3)C1)C2)Nc1c(F)cccc1F	0	-8	4	-3	0
50	CN(C)/C=C(/C(=O)c1ccc(Cl)cc1)n1cncn1	3	-11	-13	-1	-4
51	COc1ccc(CNC(=O)CCS(=O)(=O)c2ccc3c(c2)CC(C)N3C(=O)C2CC2)cc1 (centres undefined)	-4	-6	-5	1	-1
52	Cn1nccc1C(=O)Oc1cccc(/C=N/NC(=O)c2ccccc2O)c1	38	0	6	0	0

item	SR-BI HDL uptake	CDK5 p35 inh	dFosB act	Wnt act	HTR5A ag
49	2	-1.2	3	.	2
50	-1	0.3	-3	-1	4
51	-15	-1.4	-13	-2	-3
52	21	3.0	-11	-5	-4

An excerpt from above in order of the CDK5 p35 inh value, high to low.
| entry | molecule | CDK5 p35 inh |
| --- | --- | --- |
| 52 | Cn1nccc1C(=O)Oc1cccc(/C=N/NC(=O)c2ccccc2O)c1 | 3.0 |
| 50 | CN(C)/C=C(/C(=O)c1ccc(Cl)cc1)n1cncn1 | 0.3 |
| 51 | COc1ccc(CNC(=O)CCS(=O)(=O)c2ccc3c(c2)CC(C)N3C(=O)C2CC2)cc1 (centres undefined) | -1.4 |
